# ATXN2 expr inh: Primary qHTS for Inhibitors of ATXN expression; HEK-293 ATXN2-luciferase reporter, luminescence, 24 h; Potency, µM (highest dose often 57 µM), for inactives: at the highest dose activity change, negative = inhibition, usual class: inhibitors; actives 0.72% (n = 360,000); also: potency is read from the fitted curve at half-maximal effect; % is scaled to controls: 0 for no effect and ±100 for the full control effect; nearly all actives have a fitted effect of over 55% in size
#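 qHTS (up to 57 uM final) was run with 24 h compound exposure of reporter cells at 37 °C. Each well was multiplexed: SteadyGlo luminescence measured ATXN2-luciferase expression after a fluorogenic Gly-Phe-AFC viability readout (25 uM final).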
# A549 viability: Nrf2 qHTS screen for inhibitors: counterscreen for cytotoxicity | A549 ARE-Fluc cells, CellTiter-Fluor viability, 18-24 h | Potency, µM (titrated, usually from 46 µM), inactives show at the top dose activity change, negative = cytotoxicity, hits mostly inhibitors | actives 0.16% (n = 390,000); also: potency is read from the fitted curve at half-maximal effect; % is scaled to controls: 0 for no effect and ±100 for the full control effect
#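 A549 ARE-Fluc cells in 5% FBS OPTI-MEM, 5000 cells/well, rested 2 h then exposed to compounds in concentration-response for 18-24 h at 37 °C. Viability by CellTiter-Fluor fluorescence (Ex 405/Em 525) after 30 min; luciferase luminescence (BugLite, 15 min, RT) read afterwards.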
# TGFb SMAD3 inh: qHTS for Inhibitors of TGF-b. HepG2 CAGA-GFP TGF-b/SMAD3 reporter, GFP fluorescence, 18 h; TGF-beta stimulated, 500 pg/mL final. Potency, µM (top dose mostly 46.1 µM), for inactives: at the top dose activity, negative = inhibition, usual class: inhibitors. actives 1.2% (n = 410,000). AID 588855, 2011; also: potency is read from the fitted curve at half-maximal effect; % is scaled to controls: 0 for no effect and ±100 for the full control effect; nearly all actives have a fitted effect of over 65% in size
#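 GFP signal (ex488/em500-530) from TGF-beta-stimulated HEPG2 CAGA-GFP cells, 500 pg/mL final, 18 h at 37 degrees C in DMEM plus 1% FBS, normalized to unstimulated and DMSO-stimulated controls.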
# Nrf2 block: Nrf2 qHTS screen for inhibitors. A549 ARE-Fluc reporter, luciferase luminescence, 18-24 h. Potency, µM (doses to about 46 µM), for the others: at the highest dose activity change, negative = inhibition, hits mostly inhibitors. actives 2.1% (n = 360,000). AID 504444, 2011; also: potency is read from the fitted curve at half-maximal effect; % is scaled to controls: 0 for no effect and ±100 for the full control effect; nearly all actives have a fitted effect of over 60% in size
#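 Concentration-response testing used A549 ARE_Fluc cells at 5000 cells/well. Following an 18-24 h compound incubation, viability was read by fluorescence (Ex 405/Em 525) and luciferase output by luminescence.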
# S2 tox: Viability Counterscreen for Primary qHTS for Inhibitors of ATXN expression. S2 cells (HEK-293 line with an ATXN2-luciferase reporter) viability, CellTiter-Fluor protease fluorescence, 24 h. Potency, µM (titrated, usually from 56.7 µM), usual class: cytotoxic. actives 0.49% (n = 400,000); also: potency is read from the fitted curve at half-maximal effect; nearly all actives have a fitted effect of over 40% in size
# Nrf2 ARE act: qHTS of Nrf2 Activators. AREc32 ARE-luciferase reporter (MCF7-derived line), luminescence, 24 h. Potency, µM (doses to about 46.1 µM), for inactives: top-dose activation, most hits filed as activators. actives 0.31% (n = 410,000). AID 624171, 2012; also: potency is read from the fitted curve at half-maximal effect; % of control where 0% means no effect; nearly all actives have a fitted effect of over 65% in size
#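 AREc32 cells carrying an ARE-driven firefly luciferase reporter were seeded at 1000 cells/well in OPTI-MEM with 5% FBS, then exposed to compound for 24 hr at 37 deg C. Luminescence was read with Steady-Glo after 30 min at RT.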
# EPAC2 agonist: qHTS for Agonist of cAMP-regulated guanine nucleotide exchange factor 4 (EPAC2): primary screen; Rap guanine nucleotide exchange factor 4 (Homo sapiens), Q8WZA2; EPAC2 activation, biochemical qHTS; response scale: 100% = 6.5 mM cAMP response; Potency, µM (highest dose often 154 µM), inactives show at the top dose activation, most hits filed as activators; actives 0.079% (n = 360,000); also: potency is read from the fitted curve at half-maximal effect; nearly all actives have a fitted effect of over 50% in size
# Target sequence (Q8WZA2 whole entry, looked up): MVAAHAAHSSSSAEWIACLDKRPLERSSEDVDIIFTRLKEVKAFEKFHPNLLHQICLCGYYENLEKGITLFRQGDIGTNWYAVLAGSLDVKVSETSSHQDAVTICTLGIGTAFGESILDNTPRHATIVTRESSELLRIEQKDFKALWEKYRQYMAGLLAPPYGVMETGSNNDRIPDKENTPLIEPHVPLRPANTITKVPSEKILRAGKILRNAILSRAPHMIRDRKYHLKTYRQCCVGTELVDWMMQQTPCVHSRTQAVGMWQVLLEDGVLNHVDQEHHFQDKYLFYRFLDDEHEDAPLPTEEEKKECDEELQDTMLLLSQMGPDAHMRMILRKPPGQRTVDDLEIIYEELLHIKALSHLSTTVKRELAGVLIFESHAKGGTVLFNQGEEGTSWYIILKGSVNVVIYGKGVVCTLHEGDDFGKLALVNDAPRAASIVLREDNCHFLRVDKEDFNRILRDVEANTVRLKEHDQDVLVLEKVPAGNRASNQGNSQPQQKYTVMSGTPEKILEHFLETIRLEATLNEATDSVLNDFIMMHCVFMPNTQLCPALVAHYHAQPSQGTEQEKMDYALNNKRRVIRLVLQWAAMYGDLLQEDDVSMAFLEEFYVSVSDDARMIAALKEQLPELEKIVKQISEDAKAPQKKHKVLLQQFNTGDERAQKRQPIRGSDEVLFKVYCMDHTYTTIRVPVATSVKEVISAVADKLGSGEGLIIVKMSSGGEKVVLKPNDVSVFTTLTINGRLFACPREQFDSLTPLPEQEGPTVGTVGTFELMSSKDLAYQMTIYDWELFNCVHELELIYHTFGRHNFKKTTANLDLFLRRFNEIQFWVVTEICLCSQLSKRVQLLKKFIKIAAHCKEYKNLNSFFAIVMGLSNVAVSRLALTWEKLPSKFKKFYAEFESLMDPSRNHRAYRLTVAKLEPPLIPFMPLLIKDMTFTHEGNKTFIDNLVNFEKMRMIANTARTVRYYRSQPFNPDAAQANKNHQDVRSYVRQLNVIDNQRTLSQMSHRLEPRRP
#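 qHTS, titration series. 100 nM EPAC2 / 250 nM Rap1B-BODIPY-GDP / 50 uM GDP; RT; ex 480/em 540 nm, 5-min reads to 30 min. Norm. to 6.5 mM cAMP = activation.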
# IL-2 act: qHTS of IL-2 Activators; activation, % (series mostly up to about 46 µM); IL-2 activation reporter assay, cell-based qHTS; stimulated with anti-CD3/CD4/CD28 beads; in transgenic mouse T cells; actives 0.065% (n = 360,000); AID 652025, 2013; in the data active = activation above about 50%; inconclusive = mostly about 30% to 49%; also: 0% is about no effect
#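 First, unstimulated transgenic mouse T cells were exposed to compound for 60 min. Next, anti-CD3/anti-CD4-coated beads with anti-CD28 were added. Finally, after 18 h at 37 degrees C, EGFP and DsRed were imaged.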
# HepG2 tox: qHTS for Inhibitors of TGF-b: Cytotox Counterscreen; HepG2 CAGA-GFP viability, ATP luminescence, 18 h; Potency, µM (highest dose often 46.1 µM), for inactives: at the highest dose activity change, negative = cytotoxicity, most hits filed as cytotoxic; actives 0.76% (n = 410,000); also: potency is read from the fitted curve at half-maximal effect; some results filed as inactive show a strong effect at the top dose
#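 CellTiter-Glo luminescence gave cytotoxicity after 18 hours at 37 degrees C. The cells were HepG2 CAGA-GFP in 1% FBS DMEM, stimulated with 500 pg/mL TGF-beta after compound addition. %Activity was normalised to no-cell wells (complete cell-killing) and DMSO (no toxicity), and curves were fitted and classified.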
# * marks the source's active call; other numbers are inactive results; i = inactive; u = inconclusive; x = not tested or not shown; [ ] = remark or other dose. Unless noted, calls follow the shape of the dose curve; as a rule, active = well fitted curve in the direction sought with a large enough effect; inconclusive = small, poorly fitted or top-dose-only effect, or another doubt; inactive = no such curve, though single readings can be large; an effect the other way counts as inactive or inconclusive.
SMILES,ATXN2 expr inh,A549 viability,TGFb SMAD3 inh,Nrf2 block,S2 tox,Nrf2 ARE act,EPAC2 agonist,IL-2 act,HepG2 tox
CCOc1ccc(C(=O)CCNC(Cc2cnc[nH]2)C(=O)O)cc1 (stereo not given),3%,3%,-2%,2%,i,0.9%,2%,-2.3,-2%
COc1ccccc1N(C)S(=O)(=O)c1ccc(C(=O)N2CCC2)cc1,7%,-1%,-7%,-7%,i,0.0%,6%,-3.7,-1%
CCO[C@H]1OC(C(=O)N2CCCCCCC2)=C[C@@H](c2ccc(C(F)(F)F)cc2)[C@@H]1CCCO,-28%,-8%,u,-17%,u,6.2%,-2%,-0.2,-6%
Cc1sc(NC(=O)C2=COCCO2)nc1-c1ccc(F)cc1,27%,0%,0%,15%,i,5.9%,-2%,-1.3,-6%
Cc1cc(Cl)ccc1NC(=O)C1CCN(S(=O)(=O)c2ccc3[nH]c(=O)ccc3c2)CC1,8%,2%,-3%,x,i,0.3%,x,x,1%
COC(=O)c1c(NC(=S)NN2CCOCC2)sc2c1CCCC2,-12%,0%,u,-21%,i,0.3%,-7%,0.8,-19%
COc1ccc(NC(=O)c2ccccc2NC(=O)CN2CCCCCC2)cc1,5%,3%,-7%,0%,i,0.5%,-1%,0.1,-9%
CCOC(=O)N1CCN(C(=O)C[C@@H]2C[C@@]3(C(=O)OCC)CCC=C3N(CCC3=CCCCC3)C2=O)CC1,3%,x,x,x,i,-0.7%,-2%,-0.1,x
CCc1ccc(-c2csc(NC(=O)Oc3ccccc3)n2)cc1,33%[activator],3%,-8%,u,i,2.4%,-2%,-1.9,26%
CCC(C(=O)Nc1nc(C)c(C(=O)OC)s1)c1ccccc1 (stereo not given),4%,2%,1%,3%,i,-0.5%,5%,-1.1,-4%
Cc1cc(C(F)(F)F)nn1Cc1n[nH]c(=S)n1-c1ccc(Cl)cc1,4%,-9%,7%,-6%,u,-0.3%,1%,0.6,-5%
C=C1C(C(=O)Nc2cccc(OC)c2)C1C(=O)Nc1cccc(OC)c1 (stereo not given),2%,-1%,-17%,-4%,i,0.3%,-5%,-0.1,9%
CCCCc1nc2cc(C(=O)N3CCCCC3COC)ccc2o1 (stereo not given),31%[activator],1%,-14%,25%,i,-0.2%,4%,1.1,-8%
Cc1cccc(CSc2nc3nc(C)cc(C)n3n2)c1,5%,6%,-7%,-4%,i,0.4%,5%,-0.1,-10%
CC1=CC(c2ccccc2)n2nc(N)nc2N1 (stereo not given),8%,6%,12%,-2%,i,1.3%,5%,0.1,9%
CC(C(=O)O)c1ccc(N2Cc3ccccc3C2=O)cc1 (stereo not given),u,-5%,-2%,u,i,-2.4%,10%,0.4,-45%
CCOc1ccc(CNC(=S)Nc2ccccc2)cc1Cl,-13%,7%,u,-26%,i,0.2%[9.22 µM],7%,-3.4,-22%
CN(C(=O)COC(=O)/C=C/c1cn(-c2ccccc2)nc1-c1ccc2c(c1)OCCO2)C1CCS(=O)(=O)C1 (stereo not given),-33%,-11%,-12%,-16%,u,1.5%,4%,-1.8,1%
C=CCNC(=O)C1CC(=O)N(c2ccc(OCC(=O)Nc3ccc(Cl)cc3)cc2)C1 (stereo not given),38%,-1%,11%,1%,i,0.1%,7%,-1.6,-3%
COc1ccc(/C=C/C2=CC(C)(C)NC(=S)N2)cc1,-17%,3%,13%,-5%,i,0.0%,7%,-2.2,6%
Cc1cc(C(=O)N2CCN(c3ncccc3C#N)CC2)no1,-7%,0%,6%,-5%,i,-0.6%,10%,-0.6,0%
COc1ccc(-n2nnnc2SCC(=O)c2ccc3c(c2)OCCO3)cc1,-16%,5%,-3%,4%,i,-0.5%,-4%,-1.7,-1%
C=CCNCC#CCOc1ccc(OC)cc1,2%,-3%,5%,u,i,0.0%,9%,1.4,-47%
COc1cc2c(cc1OC)C(C)N(C(=O)c1sccc1C)CC2 (stereo not given),5%,5%,-7%,-2%,i,1.8%,2%,-2.6,-7%
CCOc1ccc(-n2c(SCC(=O)c3ccccc3)nc3c([nH]c4ccccc43)c2=O)cc1,3%,16%,13%,x,i,0.8%,x,x,1%
CSc1nc2c(=S)[nH]c(=S)[nH]c2s1,15%,x,-2%,x,i,4.3%,28%,0.2,-7%
COc1ccc(CN(C)C(=O)/C=C/c2ccc(S(=O)(=O)N3CCOCC3)cc2)cc1F,1%,-5%,-14%,u,i,2.7%,-1%,-2.5,-29%
COc1ccc(-n2cc(-c3ccccc3)c3c(NCCOCCO)ncnc32)cc1,x,-8%,1%,6%,i,-0.5%,-9%,-0.3,-40%
COc1ccc(/C=N/Nc2ccccc2C(=O)O)cc1,2%,5%,-2%,u,i,-0.9%,4%,-1.8,-19%
O=C(O)CC(Cc1ccc(Cl)cc1)C(=O)Nc1ccc([N+](=O)[O-])cc1 (stereo not given),10%,-1%,2%,2%,i,-1.6%,-2%,0.3,3%

# Some of the entries so far, with bars between the fields.
structure | ATXN2 expr inh | A549 viability | TGFb SMAD3 inh | Nrf2 block | S2 tox | Nrf2 ARE act | EPAC2 agonist | IL-2 act | HepG2 tox
COc1ccc(-n2cc(-c3ccccc3)c3c(NCCOCCO)ncnc32)cc1 | x | -8% | 1% | 6% | i | -0.5% | -9% | -0.3 | -40%
COc1ccc(/C=N/Nc2ccccc2C(=O)O)cc1 | 2% | 5% | -2% | u | i | -0.9% | 4% | -1.8 | -19%
C=CCNCC#CCOc1ccc(OC)cc1 | 2% | -3% | 5% | u | i | 0.0% | 9% | 1.4 | -47%
CCC(C(=O)Nc1nc(C)c(C(=O)OC)s1)c1ccccc1 (stereo not given) | 4% | 2% | 1% | 3% | i | -0.5% | 5% | -1.1 | -4%

# Other compounds.
SMILES,ATXN2 expr inh,A549 viability,TGFb SMAD3 inh,Nrf2 block,S2 tox,Nrf2 ARE act,EPAC2 agonist,IL-2 act,HepG2 tox
Cc1cccc(-n2c(=O)c3c(n4cnnc24)-c2ccccc2CC32CCCCC2)c1,0%,-4%,-11%,22%,i,0.0%,-7%,-0.5,-3%
CC(C)NC(=S)NN=C1c2ccccc2-c2ccccc21,-29%,6%,u,10%,x,0.9%,-4%,-4.0,7%
CCCc1c(C(=O)N/N=C/c2ccc(OCc3ccccc3)c(OC)c2)nnn1-c1nonc1N,2%,1%,7%,3%,i,-1.6%,-4%,-1.8,9%
O=c1[nH]cc(NCCc2ccccc2)c(=O)[nH]1,-15%[11.3 µM],-8%,1%,u,i,-0.5%,4%,-0.8,0%
CCOC(=O)C1(CCOc2ccccc2)CCN(CC2CC2)CC1,-1%,-9%,-21%,8%,i,-0.2%,-1%,0.4,-3%
CCCNC(=O)C(=O)NCC(c1ccc2c(c1)OCO2)N1CCN(c2ccc(F)cc2)CC1 (stereo not given),x,-5%,-6%,2%,i,-0.1%,10%,0.9,20%
O=C(Nc1ccc(S(=O)(=O)N2CCCC2)cc1)c1cccnc1,3%,5%,-2%,x,i,0.1%,13%,-2.6,-12%
O=c1cc(NC2CCCCC2)[nH]c(=O)[nH]1,-13%,3%,11%,0%,x,-1.8%,7%,-1.9,3%
CCN(C(=O)CSc1nnc(-c2ccncc2)n1C)C1CCS(=O)(=O)C1 (stereo not given),10%,-2%,9%,1%,i,0.2%,7%,1.0,-43%
CCOc1cc(S(=O)(=O)NC2CC(C)(C)NC(C)(C)C2)ccc1Cl,-20%,5%,-2%,-12%,i,0.0%,10%,-1.4,0%
CCCCOc1ccc(CONS(=O)(=O)c2ccc(NC(C)=O)cc2)cc1Cl,-11%,-15%,u,u,i,5.4%,0%,-6.8,-31%
COc1ccc2c(c1)sc1ncc(C(=O)NCc3cccc(Cl)c3)c(=O)n12,x,-3%,13%,-2%,x,1.0%,x,x,3%
CC1CN(C(=S)NC(=O)c2ccc([N+](=O)[O-])cc2)CC(C)O1 (stereo not given),-36%,2%,10%,x,u,0.1%,7%,0.2,-8%
CC(=O)c1cccc(NC(=O)c2ccc(NC(=O)CCS(=O)(=O)c3cccs3)cc2)c1,-2%,6%,-5%,-1%,i,-1.0%,14%,0.5,-29%
COc1cc(/C(C)=N/N2CCN(Cc3ccc(C)cc3)CC2)ccc1O,x,-4%,-2%,4%,i,-0.5%,5%,0.0,-8%
COc1ccc2nc(NC(=O)c3nc(S(=O)(=O)Cc4ccccc4F)ncc3Cl)sc2c1,x,u,u,3%,x,10µM*,x,x,-99%
CSc1ccccc1C(=O)NCCSc1ccc(C)cc1,0%,2%,4%,-8%,i,-1.0%,10%,-1.9,2%
Cn1ccc(C(=O)N/N=C/c2ccncc2)n1,14%,-1%,-1%,15%,i,2.2%,5%,-4.7,-17%
CC1SC(=NC(=O)c2ccco2)NC1=O (stereo not given),-1%,1%,-10%,2%,i,2.1%,-2%,-0.6,-35%
COc1ccc(-c2nc3cc(NC(=S)NC(=O)Cc4ccccc4)ccc3o2)cc1,29%,-5%,-23%,-3%,u,-0.5%,-1%,-0.6,2%
CC(=O)N1CCSc2ccc(S(=O)(=O)NCc3ccccc3)cc21,-17%,-3%,-18%,u,i,-0.1%,4%,-0.9,-3%
CCOC(=O)C1=CCN(S(=O)(=O)c2ccccc2Br)C1c1ccc(F)cc1 (stereo not given),-22%,x,-11%,x,u,7.2%,19%,-1.0,-19%
O=C(COC(=O)c1ccc([N+](=O)[O-])s1)Nc1ccc(F)cc1,-3%,0%,u,-5%,i,4.1%,17%,0.7,-28%
Cc1nc(N(C)Cc2ccccc2)c2nnn(Cc3ccccc3)c2n1,5%,-8%,-25%,u,i,2.4%,9%,-2.8,-20%

# Screens (PubChem BioAssay)
